NCI-60 one-dose screen, 48 h, at 10 µM unless noted. Numbers give growth in % (100 = growth as untreated, 0 = no growth, -100 = all killed).
SK-MEL-28 = SK-MEL-28 melanoma; 81,000 compounds, 4.1% hits
M14 = M14 melanoma; 80,000 compounds, 6.2% hits; AID 1794745
UACC-257 = UACC-257 melanoma; AID 1794764; 78,000 compounds, 4.4% hits
MALME-3M = MALME-3M melanoma | 78,000 compounds, 5.8% hits | AID 1794766
MDA-MB-435 = MDA-MB-435 melanoma; 82,000 compounds, 7.8% hits; AID 1794794
UACC-62 = UACC-62 melanoma; 81,000 compounds, 5.4% hits
SK-MEL-2 = SK-MEL-2 melanoma | 77,000 compounds, 4.7% hits
SK-MEL-5 = SK-MEL-5 melanoma; 80,000 compounds, 6.4% hits; AID 1794755
* marks the source's active call; other numbers are inactive results; . = not tested or not shown; & = joins results of further samples. How the source made its calls: active means growth percent below 10; inactive means the rest. No enrichment for hits, and some 11% of all compounds hit somewhere here.

SMILES	SK-MEL-28	M14	UACC-257	MALME-3M	MDA-MB-435	UACC-62	SK-MEL-2	SK-MEL-5
CC(=O)[C@@H]1CC[C@]2(C(=O)O)CC[C@]3(C)[C@H](CC[C@@H]4[C@@]5(C)Cc6c([nH]c7ccccc67)C(C)(C)[C@@H]5CC[C@]43C)[C@@H]12	78	79	84	96	81	68	79	72
CC(=O)OCCC(C)CCC=C(C)C (centres undefined)	113	.	106	114	102	98	98	101
COc1ccc(-c2csc3c2-n2cccc2C3=O)cc1O	62	-18*	44	66	-57*	29	27	.
COc1cc(/C=C2\C(=O)ON=C2C)cc(OC)c1OC	103	96	103	102	102	97	113	101
COc1cccc(-c2c(C#N)c(-c3ccc(Cl)cc3)nc3c2c(-c2ccccc2)nn3-c2ccccc2)c1	102	102	96	91	93	97	99	93
O=C1c2cc(Cl)ccc2-c2c(O)cc(Cl)cc21	106	92	105	.	106	85	62	53
COc1cccc(-c2nc(SCC(=O)Nc3ccc(C(=O)/C=C/c4ccc(OC)c(OC)c4)cc3)[nH]c(=O)c2C#N)c1	.	100	97	97	92	.	97	.
O=C(Nc1ccccc1C1=NCC(CO)O1)c1ccc(F)cc1 (centres undefined)	83	100	101	106	99	98	96	101
Clc1ccc(Oc2ccc(Nc3ncnc4onc(-c5ccccc5)c34)cc2)c(Cl)c1	102	96	99	105	103	81	104	93
O=C(CSc1nc2ccccc2s1)Nc1ccc(-c2nc3ccccc3s2)cc1	111	103	103	110	102	86	162	86
Cc1ccc(S(=O)(=O)C/C(=N/Nc2ccc(S(N)(=O)=O)cc2)c2cc3cc(Br)ccc3oc2=O)cc1	96	95	102	95	97	85	91	86
CCCCOC1=C(OCCCC)C(=O)c2ccccc2C1=O	112	100	100	.	115	95	97	83
CC(=O)OCC(=O)[C@@]1(O)CC[C@H]2[C@@H]3CC[C@@H]4[C@@H](Br)C(=O)CC[C@]4(C)[C@H]3C(=O)C[C@@]21C	106	96	101	87	97	104	101	99
CONC(=O)c1ccccc1Nc1cc(Nc2cc(C)nn2C(C)C)ncc1Cl	94	74	75	88	91	67	.	91
CC(C)c1ccc(NCc2cn(-c3ccc(C(F)(F)F)cc3)nc2-c2ccc(C(=O)O)cc2)cc1	105	92	97	93	108	95	69	89
O=c1c2cc(F)cc(F)c2sc2c(NCc3ccccc3)nc3ccccc3c12	115	105	105	114	101	86	106	100
CN1CCN(c2ccc3nc(-c4ccc5nc(-c6ccc(O)cc6)[nH]c5c4)[nH]c3c2)CC1	.	.	113	38	52	40	108	-19*
Cc1ccc(C(=O)Nc2ccc(CN3CCN(C)CC3)c(C(F)(F)F)c2)cc1C#Cc1cncc2ncccc12	-90*	-89*	-64*	-89*	-93*	-85*	-79*	-99*
Clc1c(Cl)c2ccccc2c2ccccc12	106	113	83	118	103	102	.	103
O=C(O)C(c1ccccc1)C(O)C1CC=CCC1 (centres undefined)	120	109	98	124	106	99	113	.
Nc1onc(CCCO)c1-c1nc2ccccc2c(=O)[nH]1	107	105	.	91	95	92	83	100
O=[N+]([O-])c1cc(I)c(Br)c(I)c1	103	88	77	100	91	84	97	97
COc1cccc(-c2nc3sccn3c2-c2ccnc(NCCNS(=O)(=O)c3ccccc3)c2)c1	50	23	42	43	23	-31*	30	-39*
O=S1(=O)c2ccccc2N(c2ccccc2)c2nc(COc3ccc(-c4nc5ccccc5s4)cc3)nn21	113	85	113	109	110	86	91	72
COc1ccc(/C=C2\N=C(Nc3ccccc3)N(NC(=O)c3ccccn3)C2=O)cc1	102	101	108	105	99	86	102	93
CCOC(=O)C1=C(N)N(c2ccccc2)C2=C(C(=O)CC(C)(C)C2)C1c1ccccc1Cl (centres undefined)	81	51	73	89	73	44	58	60
C=C(c1ccc(C(=O)O)cc1)c1cc2c(cc1C)C(C)(C)C=CC2(C)C	93	81	82	82	87	84	60	78
COC(=O)c1nnn(-c2ccccc2)c1CNC(=O)c1ccccc1C(=O)O	110	.	89	109	110	96	95	99
c1ccc(C2=Nn3c(nnc3-c3ccccc3)SC2)cc1	114	120	112	115	107	93	108	99
CCNC(=O)[C@H](O)[C@@H](N)Cc1ccccc1	102	101	101	92	101	95	123	105
C#CCn1c(-c2cccc(OCCCCl)c2)nc2c1c(=O)n(C)c(=O)n2C	96	53	104	84	79	46	81	61
OC(COc1ccccc1)CN1CCOCC1 (centres undefined)	111	99	126	113	118	96	127	114
O=C(CCc1n[nH]c(=S)o1)c1nc2ccccc2[nH]1	110	103	108	99	108	105	116	112
C=C1C(=O)O[C@H]2[C@H]1CC/C(COC(=O)NCCCCNC(=O)OC/C1=C/CC[C@@]3(C)O[C@H]3[C@H]3OC(=O)C(=C)[C@@H]3CC1)=C\CC[C@@]1(C)O[C@@H]21	-10*	11	2.9*	-39*	-26*	-21*	36	77
COc1ccc(-c2oc(=O)ccc2C#Cc2cc(OC)c(OC)c(OC)c2)cc1O	66	59	70	77	19	36	76	40
CC(=O)OCC1OC(Oc2ccc(C(=O)C(=O)N3CCCC3)cc2)C(OC(C)=O)C(OC(C)=O)C1OC(C)=O (centres undefined)	103	102&93	99&84	102&116	111&109	98&101	131&112	104&99
CCN(CC)CC#CCOC(=O)[C@]1(C)CCC[C@@]2(C)[C@H]1CC(C=O)=C1C=C(C(C)C)CC[C@@H]12	87	56	85	82	76	69	88	43
N#CCCN(CCc1ccccc1)C(=O)C(Cl)Cl	110	118	.	107	105	110	113	98
COc1ccc(C2C=C(c3ccc(N)cc3)N=C3SC=CN32)cc1OC (centres undefined)	113	106	103	93	106	112	108	103
CCCCS(=O)(=O)Nc1ccc(C(=O)NN)c(Cl)c1	103	100	97	96	107	102	92	94
O=C1c2ccccc2N=C(N/N=C/c2ccc(F)cc2)[C@@H]2CCCN12	104	104	103	108	100	93	98	100
N#Cc1cnc(OC2CC(N)C2)nc1-n1cnc2ccccc21 (centres undefined)	113	117	114	108	110	105	106	105
COC(=O)c1cc2c(/C=C3/NC(=S)NC3=O)coc2n1C	97	.	107	58	95	87	107	96
O=C(O)c1cc(NCc2cccc(Cl)c2)ccc1N1CCOCC1	102	92	104	102	105	101	106	100
CCCCC(C)NC=O (centres undefined)	102	99	85	99	110	92	102	97
Cc1c(O)cc(O)c(C2(c3c(O)cc(O)c(C)c3O)OC(=O)c3ccccc32)c1O	117	103	109	106	108	102	99	99
NNC(=O)c1ccccc1Nc1ccnc(C(F)(F)F)c1	136	108	81	113	95	86	69	95
C[N+]1(CCC2CCCCC2)CCOCC1	103	96	105	101	103	103	94	102
O=C(OC(=O)c1cccc2ccccc12)c1cccc2ccccc12	108	98	103	92	109	88	113	98
O=S(=O)(NC1CCCCC1)c1ccc2c(c1)C(Br)c1cc(S(=O)(=O)NC3CCCCC3)ccc1-2	104	105	103	97	109	97	123	100
O=C(O)c1cnc2ccc(Cl)cc2n1	105	115	94	116	105	109	119	111
CC(=O)N1c2ccccc2-n2cccc2C1c1ccc2c(c1)OCO2 (centres undefined)	99	99	98	95	82	75	123	99
CC(=C/c1ccccc1)/C=N/N=C(N)N	92	88	72	94	26	102	99	99
COc1cc(Br)cc2c1OC1(CCN(C)CC1)N1N=C(c3ccc(F)cc3)CC21 (centres undefined)	98	102	105	96	101	94	104	97
COc1ccc(Cc2cc(-c3ccccc3)nn(CC(=O)c3ccccc3)c2=O)cc1OC	113	104	89	106	102	81	95	87
O=C(OC1OC(COCc2ccccc2)C(OCc2ccccc2)C1OCc1ccccc1)c1ccc([N+](=O)[O-])cc1 (centres undefined)	103	110	95	96	91	67	90	96
C[C@@H]1CN2CN(c3ccc(C(=O)O)c(O)c3)CN3C2C2N(C[C@@H]3C)CN(c3ccc(C(=O)O)c(O)c3)CN21 (some centres undefined)	113	99	108	99	106	99	97	110
CCOC(=O)c1c(C)[nH]c(C)c(C(=O)OCC)c1=O	102	109	94	105	89	108	116	96
Nc1c(C(=O)c2ccc(Cl)cc2)sc(S)c1-c1nc2ccccc2s1	106	100	103	107	102	97	119	98
O=C(CCc1nnc2sc(-c3ccccc3)nn12)c1nc2ccccc2[nH]1	103	96	100	94	95	102	104	92

Three structures out of the list, sorted by heavy-atom count, high to low:
SMILES	SK-MEL-28	M14	UACC-257	MALME-3M	MDA-MB-435	UACC-62	SK-MEL-2	SK-MEL-5
COc1ccc(Cc2cc(-c3ccccc3)nn(CC(=O)c3ccccc3)c2=O)cc1OC	113	104	89	106	102	81	95	87
O=C(CCc1nnc2sc(-c3ccccc3)nn12)c1nc2ccccc2[nH]1	103	96	100	94	95	102	104	92
CCOC(=O)c1c(C)[nH]c(C)c(C(=O)OCC)c1=O	102	109	94	105	89	108	116	96

Next section.
SMILES	SK-MEL-28	M14	UACC-257	MALME-3M	MDA-MB-435	UACC-62	SK-MEL-2	SK-MEL-5
O=c1ccnc(Nc2ccc(Cl)cc2)[nH]1	117	103	102	104	96	96	111	100
CCOc1ccccc1/C=N\NC(=O)CCCCC(=O)N/N=C\c1ccccc1OCC	106	116	72	99	94	96	117	96
COC(=O)c1sc(C(=O)c2ccccc2)c(C#N)c1N	114	101	102	99	106	101	103	110
CC1CC2NN(C(N)=S)C(=N)C2(C#N)C1(C#N)C#N (centres undefined)	111	100	82	81	110	91	90	96
O=c1[nH]c(=O)n(C2OC(CF)C(O)C2O)cc1Br (centres undefined)	126	113	119	106	105	99	123	108
CN(C)C(=O)C(CCN1CCC(O)(c2ccc(Cl)cc2)CC1)(c1ccccc1)c1ccccc1	79	68	80	94	86	87	.	53
COc1ccc2c(c1)OC13Oc4cc(OC)ccc4C=C1CCCCC3=C2	111	90	79	98	105	89	80	91
COC(=O)C1(CC(=O)CC(=O)CC2(C(=O)OC)NC(=S)NC(=O)C2C#N)NC(=S)NC(=O)C1C#N (centres undefined)	121	104	117	101	111	102	114	106
COC(=O)c1nnn(-c2ccc(S(N)(=O)=O)cc2)c1C(=O)c1ccc(OC)cc1	105	101	86	97	102	85	117	100
Fc1cc(-c2n[nH]c(=S)n2/N=C/c2ccc(Cl)cc2)c(Cl)cc1Cl	88	82	91	96	48	71	93	85
CC1(C)O[C@@H]2[C@H]([C@H](O)CO)OC(=C(c3ccccc3)c3ccccc3)[C@@H]2O1	.	101	131	97	100	132	108	102
N#C/C(C(=O)c1ccccc1)=C1/C(=O)Nc2ccccc21	113	36	95	108	98	95	106	96
COc1ccc(-c2cnc3ccnn3c2-c2cc(OC)c(OC)c(OC)c2)cc1	71	21	58	68	-38*	42	37	14
CC(C(=O)O)N1C(=O)c2ccccc2C1=O (centres undefined)	109	103	99	105	111	102	107	108
COc1ccc(OC)c(-c2cc(-c3nc(OC)nc(OC)n3)on2)c1	129	108	109	110	105	103	106	92
NS(=O)(=O)/N=C1\NC(=O)NC1=C(Cl)Cl	117	109	96	104	100	97	104	101
NC(=O)c1c(Nc2ccc(Cl)cc2)nn2cc(-c3nc4ccccc4s3)c(N)nc12	112	99	128	107	108	100	105	102
O[C@H]1CO[C@H]2[C@@H]1OC[C@@H]2Oc1ccc(Nc2nc(Nc3ccc(F)c(Cl)c3)ncc2F)cc1Cl	100	.	106	100	93	89	113	-91*
CCN1CCN(c2ccc(NC(=O)Nc3ccc(-c4cc(C(=O)NC)c5ncccc5n4)cc3)cc2C(F)(F)F)CC1	-100*	-100*	-97*	-100*	-100*	-99*	-73*	-100*
COc1cc(/C=C/C(=O)c2ccc(NC(=O)CSc3nnc(-c4ccc5nc(-c6ccccc6)[nH]c5c4)o3)cc2)cc(OC)c1OC	93	.	88	109	94	83	105	92
O=C1C(c2nnc(-c3ccccc3)n2-c2ccc([N+](=O)[O-])cc2)=C(O)c2ccccc21	111	100	92	105	110	92	100	95
CC(=O)OCC(C)(COC(C)=O)[N+](=O)[O-]	107	103	100	107	113	108	132	115
CC[C@@H](c1ccc2cc(OC)ccc2c1)C(C)(C)C(=O)F	106	99	-0.5*	97	102	103	95	106
CCN1CCN(CCOc2ccc(CNc3ccc4nc(CCC(C)C)[nH]c4c3)cc2)CC1	93	100	111	109	97	91	114	98
CN1C(=O)N(C)C2C1NC(=S)N2/N=C/C=C/c1ccccc1[N+](=O)[O-] (centres undefined)	57	6.1*	44	54	-62*	26	17	12
Cc1nn(-c2ccc(Br)cc2)c2ncnc(Nc3ccc(OCc4c(-c5ccccc5)no[n+]4[O-])cc3)c12	99	94	97	92	101	80	101	97
N=C(N)c1ccc(-c2ccc(-c3ccc(F)cc3)s2)cc1	-86*	-83*	-79*	-76*	-99*	-92*	-62*	-99*
COc1ccccc1-c1ccc2cnc3sc(-c4ccccc4)nc3c2n1	107	97	78	116	92	85	81	83
CNCCNc1nc2ccccc2c2c(=O)c3cc(OC)ccc3sc12	75	-63*	73	67	-86*	7.4*	75	76

Profiles, looked up by structure. Order of screens: SK-MEL-28 | M14 | UACC-257 | MALME-3M | MDA-MB-435 | UACC-62 | SK-MEL-2 | SK-MEL-5
NS(=O)(=O)/N=C1\NC(=O)NC1=C(Cl)Cl is listed with 117 | 109 | 96 | 104 | 100 | 97 | 104 | 101
CC[C@@H](c1ccc2cc(OC)ccc2c1)C(C)(C)C(=O)F is listed with 106 | 99 | -0.5* | 97 | 102 | 103 | 95 | 106
CCN1CCN(CCOc2ccc(CNc3ccc4nc(CCC(C)C)[nH]c4c3)cc2)CC1 is listed with 93 | 100 | 111 | 109 | 97 | 91 | 114 | 98
O[C@H]1CO[C@H]2[C@@H]1OC[C@@H]2Oc1ccc(Nc2nc(Nc3ccc(F)c(Cl)c3)ncc2F)cc1Cl is listed with 100 | . | 106 | 100 | 93 | 89 | 113 | -91*
CNCCNc1nc2ccccc2c2c(=O)c3cc(OC)ccc3sc12 is listed with 75 | -63* | 73 | 67 | -86* | 7.4* | 75 | 76

From PubChem BioAssay
